# High-throughput results (PubChem)
# Pf apPOL inh: Pf-apPOL DNA polymerase inhibition; inhibition, % at 10 µM; AID 1794808; 0.25% of 210,000 active; Recombinant Pf-apPOL, molecular beacon fluorescence, 1.5 h
# mHTT-CaM PPI inh: mHTT-calmodulin interaction abrogation; P42858; AlphaScreen His-mHTT/GST-CaM binding, luminescence; inhibition, % at 15 µM; 3.6% of 190,000 active; AID 1671202;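 note: 0% = both proteins with DMSO and 100% = one protein alone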
# The depositor's hits bear a star; i = inactive; nt = no result given; & = joins results of further samples. Cut-off read from the data, not from the text of the source: active = inhibition above about 50%; inactive = the rest.
# Results follow in this order: Pf apPOL inh | mHTT-CaM PPI inh
> Cc1nnc(C2CCCN(C(=O)c3ccc4nsnc4c3)C2)s1 (stereo not given)
→ -10.5 | -9.9
> CC[C@@H]1CC=C[C@H]2[C@H]1C(=O)N(Cc1ccccc1)[C@H]2c1ccc(C(F)(F)F)cc1
→ -4.0 | 70.9*
> COc1ccc(Cl)cc1C(=O)Nc1ccc(F)cc1
→ 1.4 | -8.1
> CC(=O)N(Cc1nn(C)c2c1CN(C(=O)Nc1ccc(C)c(C)c1)CC2)c1ccccc1
→ -2.7 | 14.8
> O=C(Nc1cccc(-c2nc3ncccc3o2)c1)c1ccc(OCc2ccccc2)cc1
→ 7.8 | -1.0
> COc1cccc2cc(-c3csc(Nc4ccc(F)cc4)n3)c(=O)oc12
→ 15.4 | 1.0
> N#CCSc1nc2ccccc2nc1Cc1cccc([N+](=O)[O-])c1
→ -1.1 | -2.0
> O=C(Oc1ccccc1N1CCOCC1)c1cccnc1Oc1ccccc1
→ -0.4 | nt
> COc1ccccc1NC(=O)c1ccc(OCc2ccccc2)cc1
→ -12.3 | -58.0
> CC(C)C(=O)NCc1csc(C2CCCN(C(=O)Cc3cccc(F)c3)C2)n1 (stereo not given)
→ -6.7 | 8.0
> Oc1oc(-c2ccc(Br)cc2)nc1C=Nc1cccc(F)c1
→ 3.7 | -1.0
> CN(C)Cc1c(O)ccc2c(-c3ccccc3)cc(=O)oc12
→ -0.4 | 1.3
> O=C(OCc1cn([C@@H]2C[C@H](c3ccc(Cl)cc3)N(Cc3cccs3)C[C@H]2O)nn1)c1ccccc1
→ -0.5 | 2.5
> N#Cc1ccsc1NC(=O)Cc1cccc2ccccc12
→ -6.1 | 4.2
> COc1ccc([N+](=O)[O-])cc1NC(=O)C1CC(=O)OC12CCOC(C)(C)C2 (stereo not given)
→ -14.4 | -2.0
> CC(C)CCNC(=O)N1CCC(c2cc(N)on2)CC1
→ -5.9 | -9.7
> O=C(NC1CC2CC1N(C(=O)Nc1ccc(Cl)cc1F)C2)c1cccs1 (stereo not given)
→ -5.9 | -2.3
> O=C(Cc1c[nH]c2ncccc12)NCc1cc(F)cc(F)c1
→ 0.0 | -6.4
> COC(=O)c1ccc2oc(=O)n(C)c2c1
→ -2.0 | 1.5
> COc1cccc(N(CC(=O)Nc2cc(C)cc(C)c2)S(C)(=O)=O)c1
→ -6.7 | 2.1
> Cc1c(-c2noc(C(=O)NCCC(C)C)n2)oc2c(C)cccc12
→ -0.3 | -6.6
> Cc1cc(C(=O)Nc2ccccc2F)nc2cc(-c3cccs3)nn12
→ -7.5 | -11.6
> CC(=O)N1c2ccc(S(=O)(=O)Nc3ccc(C)cc3)cc2CC1C (stereo not given)
→ 0.9 | 11.0
> CC(=O)NCc1cccc(CNC(C)=O)n1
→ -5.5 | -2.7
> COc1cccc(NC(=O)c2ccc(F)c(S(=O)(=O)NCc3ccccn3)c2)c1
→ -2.9 | 25.0
> COCCNC(=O)Cn1c(=O)n(Cc2ccc3c(c2)OCO3)c(=O)c2ccccc21
→ 9.4 | 3.0
> Cc1cc(C)cc(NC(=O)C2CCCN(C(=O)c3cccc(C)c3)C2)c1 (stereo not given)
→ -13.0 | 30.5
> Cc1cc(OCC(=O)O/N=C(\N)c2ccccn2)cc(C)c1Cl
→ -6.8 | i
> O=C(O)c1cc(-c2ccc3c(c2)OCO3)nc2ccc(Br)cc12
→ -2.8 | -4.2&-1.0
> COc1ccc(NC(=O)N(C2CCCCC2)C(C)c2ccncc2)c(OC)c1 (stereo not given)
→ -12.8 | 8.0
> Cc1ccc(C(=O)N2CCC(CCNC(=O)c3ccccc3F)CC2)cc1
→ -8.3 | -5.7
> CC1=C(C(=O)NCCN2CCC(Cc3ccccc3)CC2)C2(CCCCC2)OC1=O
→ -1.7 | -9.0
> COc1ccc(C2CC(c3ccc(Cl)cc3)Nc3nc(N)nn32)cc1 (stereo not given)
→ 0.8 | 10.9
> COC(=O)c1ccc(C=C2Oc3c(ccc(O)c3CN3CCOCC3)C2=O)cc1
→ 0.6 | 32.2
> CCC1Oc2ccccc2N(CC(=O)NCc2ccccn2)C1=O (stereo not given)
→ -10.5 | -2.0
> CCOC(=O)c1ccc(Cl)c(NC(=S)NN)c1
→ -11.3 | nt
> Cc1ccc(N2CCC(NC(=O)CC3CCCC3)C2=O)cc1 (stereo not given)
→ -1.1 | -8.6
> C=CCNC(=O)c1ccccc1C(=O)c1ccccc1
→ 2.6 | -8.6
> N#CC(=Cc1ccc(Oc2ccccc2)nc1)S(=O)(=O)c1ccccc1
→ -5.6 | nt
> CC(C)(C)c1cnnn1-c1ccc(NC(=O)/C=C/c2ccc3c(c2)OCO3)cc1
→ -1.1 | 9.0
> COc1ccccc1N1CCN(C(=O)C2CCCCC2)CC1
→ -3.3 | nt
> C=CCn1c(SCC(=O)Nc2nnc(-c3cccs3)s2)nnc1-c1ccco1
→ 4.4 | nt
> Cc1cccc(N(C)S(=O)(=O)c2ccc3[nH]cc(C(=O)N(C)C4CCCCC4)c(=O)c3c2)c1
→ -4.9 | 48.0
> CC(=O)c1ccc(C(F)(F)F)cc1[N+](=O)[O-]
→ -0.6 | nt
> COc1ccc(Br)cc1/C=C1\SC(=O)NC1=O
→ 1.5 | 4.0

# Reformatted with bars between the fields: part of the list above
Structure | Pf apPOL inh | mHTT-CaM PPI inh
C=CCNC(=O)c1ccccc1C(=O)c1ccccc1 | 2.6 | -8.6
COc1ccc(Br)cc1/C=C1\SC(=O)NC1=O | 1.5 | 4.0
Cc1cccc(N(C)S(=O)(=O)c2ccc3[nH]cc(C(=O)N(C)C4CCCCC4)c(=O)c3c2)c1 | -4.9 | 48.0

# Single records (already shown). Screens in order: Pf apPOL inh, mHTT-CaM PPI inh
# `O=C(Nc1cccc(-c2nc3ncccc3o2)c1)c1ccc(OCc2ccccc2)cc1` as listed: 7.8, -1.0
# `COc1cccc2cc(-c3csc(Nc4ccc(F)cc4)n3)c(=O)oc12` as listed: 15.4, 1.0
# `CC(=O)N(Cc1nn(C)c2c1CN(C(=O)Nc1ccc(C)c(C)c1)CC2)c1ccccc1` as listed: -2.7, 14.8
# `CC(=O)N1c2ccc(S(=O)(=O)Nc3ccc(C)cc3)cc2CC1C` (stereo not given) as listed: 0.9, 11.0
# `Cc1ccc(N2CCC(NC(=O)CC3CCCC3)C2=O)cc1` (stereo not given) as listed: -1.1, -8.6

# Remaining list, next part:
# Results follow in this order: Pf apPOL inh | mHTT-CaM PPI inh
> CCCC(CCC)C(=O)NCCC1CCN(C(=O)c2ccc(C)cc2)CC1
→ -2.9 | 4.3
> CC(=O)/C(C)=C(/NC(=O)c1ccccc1)c1ccccc1
→ -6.6 | -7.0
> CCN(CC)S(=O)(=O)c1ccc(OC)c(NC(=O)c2cc(OC)c(OC)cc2[N+](=O)[O-])c1
→ -3.9 | 43.7
> Cc1ccccc1OCC(=O)Nc1ccc2c(c1)CCC(=O)N2
→ -2.9 | -8.3
> Cc1nc(N)sc1C(C)(C)C
→ nt | 1.1
> Cc1ccc(Cc2cnc(I)c(O)c2)cc1
→ -4.1 | -1.0
> Cc1ccc(C(=O)N2CCC(c3nncn3-c3ccccc3)CC2)cn1
→ -1.6 | -7.4
> CCOC1=CC(c2ccc(F)cc2)Oc2ccccc21 (stereo not given)
→ -5.6 | 12.0
> O=C(NCc1ccc(Cl)cc1)C1(S(=O)(=O)c2ccc(Cl)cc2)CC1
→ -7.5 | 1.0
> CSc1ccc(NC(=O)c2cn3c(n2)CSCC3)cc1
→ -7.5 | 18.2
> CC(=O)N1CCN(C(C(=O)Nc2ccc(F)cc2F)C2CCCC2)CC1 (stereo not given)
→ -1.2 | -5.6
> Cc1ccc(N=Cc2nc(-c3ccccc3Br)oc2O)cc1
→ 2.7 | -13.0
> Cc1ccccc1CC(=O)N1CCc2c(nc[nH]c2=O)C1
→ 1.4 | 9.2
> Fc1ccc(F)c(-c2nc(-c3ccnc(N4CCCC4)c3)no2)c1
→ 2.9 | -5.1
> CCCc1ccc(-c2nc(-c3c(Cl)cccc3Cl)no2)cc1
→ 1.8 | nt

# Part of the list above, as labelled records.
compound: CC(C)(C)c1cnnn1-c1ccc(NC(=O)/C=C/c2ccc3c(c2)OCO3)cc1
  Pf apPOL inh: -1.1
  mHTT-CaM PPI inh: 9.0

compound: COc1ccccc1N1CCN(C(=O)C2CCCCC2)CC1
  Pf apPOL inh: -3.3
  mHTT-CaM PPI inh: nt

# Returning to the listing with the 4 entries that preceded the break.
# Results follow in this order: Pf apPOL inh | mHTT-CaM PPI inh
> Cc1ccc(N=Cc2nc(-c3ccccc3Br)oc2O)cc1
→ 2.7 | -13.0
> Cc1ccccc1CC(=O)N1CCc2c(nc[nH]c2=O)C1
→ 1.4 | 9.2
> Fc1ccc(F)c(-c2nc(-c3ccnc(N4CCCC4)c3)no2)c1
→ 2.9 | -5.1
> CCCc1ccc(-c2nc(-c3c(Cl)cccc3Cl)no2)cc1
→ 1.8 | nt
> CCc1ccccc1N(CC(=O)Nc1ccc(I)cc1)S(C)(=O)=O
→ -12.1 | 10.4
> CCCC(=O)Nc1c(C)nc2sccn2c1=O
→ -1.7 | -5.2
> Fc1ccc(-c2nnn(Cc3ccc(F)cc3Cl)n2)cc1
→ -3.0 | -53.0
> O=c1oc(-c2cccc([N+](=O)[O-])c2)nc2ccc(Cl)cc12
→ 3.6 | -2.0
> O=C(CSC1=NC(=O)C(Cc2ccccc2)C(=O)N1)Nc1ccccn1 (stereo not given)
→ 0.1 | 4.0
> O=C(Cn1cnc2sc3c(c2c1=O)CCCC3)NCCCC(=O)Nc1ccc2c(c1)OCO2
→ -3.3 | 19.0
> CC(C)(C)c1ccc(C(=O)N2CCCC2)s1
→ -19.7 | nt
> COc1ccc(C)cc1NC(=O)CCS(=O)(=O)c1ccc(Br)s1
→ -4.0 | 8.0
> Cc1ccc(NC(=O)CN2CCC(C(=O)Nc3nc4c(s3)CCCC4)CC2)c(C)c1
→ -5.5 | 8.6
> NC(=O)COc1ccc(S(=O)(=O)c2ccc(OCC(N)=O)cc2)cc1
→ -2.5 | -2.8
> Cc1csc(NC(=O)c2cc(=O)c(OCc3ccc(F)cc3)cn2C)n1
→ -8.7 | -14.5
> CC(C)CC(=O)N1CCN(C(C(=O)N2CCCC2)C2CCCC2)CC1 (stereo not given)
→ -1.6 | 2.5
> O=C(CC1CCN(S(=O)(=O)c2cccs2)CC1)NCc1ccc(F)cc1
→ -6.7 | -7.0
> CN(C)C(=O)C1CCN(c2nc3ccc(-c4cccnc4)nc3s2)CC1
→ -2.7 | -0.4
> Cc1noc(C)c1S(=O)(=O)N1CCC(C(C)C(=O)NCCN2CCN(C)CC2)CC1 (stereo not given)
→ 2.9 | 0.8
> CCOC(=O)N1CCc2c(sc(N)c2C(=O)Nc2cc(OC)ccc2OC)C1
→ -8.5 | 53.6*
> COc1ccc(COc2ccc3c(C)c(CCC(=O)O)c(=O)oc3c2)cc1
→ 1.5 | 1.0
> COc1cc(Cl)ccc1C(=O)N1CCC(c2nc(CNC(C)=O)cs2)CC1
→ -2.1 | 8.5
> O=C(CCCCN1C(=O)c2cccc([N+](=O)[O-])c2C1=O)Nc1ncccn1
→ 0.6 | 22.0
> COc1cccc(NC(=O)c2ccc(-c3cncnc3)nc2)c1
→ 0.5 | -6.9
> CCOC(CC(=O)NNC(=S)NC)OCC
→ 27.0 | nt
> COc1ccc(C(C)NC(=O)c2cccc([N+](=O)[O-])c2)cc1OC (stereo not given)
→ 1.4 | -1.1
> Cc1cccc(NC(=O)C2(S(=O)(=O)c3ccc(Cl)cc3)CC2)c1
→ 2.1 | -18.0
> O=C(O)c1c[nH]c2ccc(S(=O)(=O)N3CCN(c4cccc(Cl)c4)CC3)cc2c1=O
→ -1.7 | 38.0
> COc1ccc(N(Cc2ccc(F)cc2F)S(C)(=O)=O)cc1
→ -0.3 | 6.5
> O=C(Cc1c(C(=O)O)[nH]c2ccc(Cl)cc12)NCc1ccc(F)cc1
→ -2.2 | -5.0
> CSC(=NC#N)N1CCN(c2ccc([N+](=O)[O-])cn2)CC1
→ -9.4 | nt
> OCC1=CC(O)C2C=COC(OC3OC(CO)C(O)C(O)C3O)C12 (stereo not given)
→ -10.6 | nt
> CN1C(=O)c2ccc(NC(=O)c3ccc(C#N)cc3)cc2C1=O
→ 0.3 | -2.0
> O=C(Nc1cnc(N2CCCCCC2)nc1)c1cccc(F)c1
→ 1.8 | -4.7
> CC(NC(=O)c1ccc2c(c1)OCCO2)C12CC3CC(CC(C3)C1)C2 (stereo not given)
→ 8.1 | -2.0
> CCC(Sc1nccn1C)C(=O)Nc1cc(C)on1 (stereo not given)
→ -4.5 | -3.1
> CC1CCN(Cc2csc(N3CCN(C(=O)c4cccc(F)c4)CC3)n2)CC1
→ -0.1 | 1.3
> NC(=O)C1CCN(S(=O)(=O)c2ccc(C(=O)Nc3nccs3)o2)CC1
→ -3.4 | -12.9
> Cn1ccc(C(=O)Nc2sccc2C(N)=O)n1
→ -8.7 | -0.4
> CCCOC(=O)c1ccc(Oc2c(C)oc3cc(OCC#N)ccc3c2=O)cc1
→ -18.1&-7.1 | 3.3&-3.2
